JMJD2E inh: JMJD2E (human) inhibition; AID 2147; Potency, µM (highest dose often 57.1 µM), without a hit: at the highest dose activity change, negative = inhibition, usual class: inhibitors; actives 1.6% (n = 230,000); JMJD2E catalytic domain, FDH-coupled NADH fluorescence (FDH is formaldehyde dehydrogenase); B2RXH2; active means well fitted inhibition curve with a large enough effect, not every such curve was filed as active; inconclusive means small, poorly fitted or top-dose-only effect, or another doubt; inactive means no such curve, though single readings can be large or run the other way;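 further: 0% = wells with enzyme and -100% = buffer wells without enzyme; nearly all actives have a fitted effect of over 50% in size; many of its hits are not listed in these tables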
GoLoco inh red: RGS12 GoLoco-Gai1 interaction inhibition. P63096. Gai1:RGS12 GoLoco peptide FP, rhodamine, 10 min. Potency, µM (doses to about 61.6 µM), without a hit: at the highest dose activity, negative = inhibition, usual class: inhibitors. actives 0.44% (n = 230,000); active means well fitted inhibition curve with a large enough effect, not every such curve was filed as active; inactive means no such curve, though single readings can be large or run the other way; further: nearly all actives have a fitted effect of over 30% in size; many of its hits are not listed in these tables
TR SRC2 fluor cs: alters Texas Red total fluorescence, flagging assay interference | Potency, µM (titrated, usually from 106 µM), without a hit: at the top dose fluorescence change, negative = quenching | TRb/SRC2 Texas Red total fluorescence interference | actives 0.29% (n = 280,000); active means well fitted curve in either direction with a large enough effect; inconclusive means small, poorly fitted or top-dose-only effect
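Human TRβ ligand-binding domain (0.6 uM) and Texas Red SRC2 peptide (20 nM) in Tris buffer with 1 uM T3 and 5% DMSO were incubated with pinned compound for 5 hr at ambient temperature. Total fluorescence was computed as S + 2P (555/632 nm).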
Tau FP inhib: tau fibrillization inhibition (FP); P10636; K18 P301L tau heparin fibrillization, Alexa594 FP, 6 h; Potency, µM (highest dose often 57.7 µM), inactives show top-dose activity, negative = inhibition, actives largely listed as inhibitors; actives 0.39% (n = 280,000); AID 1468; further: nearly all actives have a fitted effect of over 55% in size
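FP of Alexa 594-tau after heparin (20 uM) induction. Substrate: human K18 P301L, 15 uM unlabeled, 0.24 uM labeled. Buffer 100 mM sodium acetate pH 7. 6 hr, 37 C.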
Tau ThT inhib: tau fibrillization inhibition (ThT binding) | P10636 | recombinant tau K18 P301L (four-repeat tau fragment), heparin-induced fibrillization, ThT fluorescence | Potency, µM (series often up to 57.4 µM), without a hit: top-dose activity, negative = inhibition, hits mostly inhibitors | actives 2.1% (n = 270,000) | AID 1460; further: nearly all actives have a fitted effect of over 55% in size
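Heparin-induced (20 uM) aggregation of recombinant human K18 P301L tau, 15 uM unlabeled with 0.24 uM labeled, pH 7 acetate buffer, 6 hr at 37 C with compound. Fibrils quantified by 30 uM ThT fluorescence after 1 hr ambient incubation.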
RECQ1 inh: RECQ1 (human) helicase inhibition. Potency, µM (titrated, usually from 57.3 µM), without a hit: at the highest dose activity, negative = inhibition, most hits filed as inhibitors. actives 0.54% (n = 240,000). RECQ1 DNA unwinding, red fluorescence kinetic read. P46063. AID 2549;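 further: plate controls were vehicle for no effect and no enzyme for full effect; nearly all actives have a fitted effect of over 30% in size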
Target sequence (P46063 whole entry, looked up): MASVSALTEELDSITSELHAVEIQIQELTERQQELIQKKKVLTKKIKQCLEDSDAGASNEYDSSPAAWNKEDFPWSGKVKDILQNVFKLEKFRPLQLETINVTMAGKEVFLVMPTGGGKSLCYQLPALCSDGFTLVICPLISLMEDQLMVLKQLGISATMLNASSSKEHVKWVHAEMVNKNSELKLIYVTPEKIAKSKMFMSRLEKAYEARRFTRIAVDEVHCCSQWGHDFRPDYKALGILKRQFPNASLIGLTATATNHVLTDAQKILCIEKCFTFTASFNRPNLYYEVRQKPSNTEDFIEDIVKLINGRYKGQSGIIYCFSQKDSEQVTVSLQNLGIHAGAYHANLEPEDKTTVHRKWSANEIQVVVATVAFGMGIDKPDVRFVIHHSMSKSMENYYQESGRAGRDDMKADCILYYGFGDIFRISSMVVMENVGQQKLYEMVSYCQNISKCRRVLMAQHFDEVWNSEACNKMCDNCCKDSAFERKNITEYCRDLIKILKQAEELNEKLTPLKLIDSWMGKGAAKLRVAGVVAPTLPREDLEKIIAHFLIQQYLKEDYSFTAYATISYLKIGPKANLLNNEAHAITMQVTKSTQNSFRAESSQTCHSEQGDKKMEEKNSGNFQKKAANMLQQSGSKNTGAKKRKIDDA
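50 nM RECQ1T1 preincubated 15 min with compound in Tris pH 8.0 buffer with MgCl2, DTT, Tween-20 and 2.5 ug/ml poly(dI-dC); started with 200 nM TAMRA/BHQ-2 forked duplex and 2 mM ATP. Unwinding read as fluorescence (525/598 nm), two reads 2 h apart.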
L3MBTL1 inh: L3MBTL1 (human) inhibition; Potency, µM (doses to about 57.1 µM), without a hit: top-dose activity, negative = inhibition, most hits filed as inhibitors; Q9Y468; AID 485360; actives 0.66% (n = 230,000); AlphaScreen L3MBTL1–H3K9me1 peptide binding; further: nearly all actives have a fitted effect of over 60% in size
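AlphaScreen assay: L3MBTL1 (50 nM final) was preincubated 30 min at room temperature with biotinylated H3(1-15)K9me1 peptide (75 nM final), then 30 min with library compounds; streptavidin donor and nickel chelate acceptor beads (10 ug/mL final) added, 30 min dark.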
TRb-SRC2 inh: inhibitors of human thyroid hormone receptor beta-SRC2 interaction; Potency, µM (top dose mostly 106 µM), for inactives: top-dose activity change, negative = inhibition, most hits filed as inhibitors; actives 0.065% (n = 280,000); P10828; TRbeta-SRC2 peptide binding, fluorescence polarization; receptor liganded with 1 µM T3; AID 1469;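 further: plate controls were bound peptide for no effect and peptide without receptor for full effect; nearly all actives have a fitted effect of over 50% in size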
Target sequence (P10828 whole entry, looked up): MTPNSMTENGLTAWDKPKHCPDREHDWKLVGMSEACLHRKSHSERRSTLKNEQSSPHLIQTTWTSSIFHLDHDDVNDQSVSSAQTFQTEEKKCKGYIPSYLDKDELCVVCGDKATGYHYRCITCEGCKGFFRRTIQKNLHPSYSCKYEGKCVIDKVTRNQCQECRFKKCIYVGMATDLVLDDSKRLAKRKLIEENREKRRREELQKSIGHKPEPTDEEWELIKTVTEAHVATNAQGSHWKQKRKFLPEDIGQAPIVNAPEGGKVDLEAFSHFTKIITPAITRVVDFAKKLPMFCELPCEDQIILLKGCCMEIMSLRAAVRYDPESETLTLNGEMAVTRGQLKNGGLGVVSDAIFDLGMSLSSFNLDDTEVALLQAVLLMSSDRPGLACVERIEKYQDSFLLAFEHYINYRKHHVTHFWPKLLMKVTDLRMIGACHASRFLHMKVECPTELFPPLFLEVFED
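Each compound concentration gave % activity, normalized to unbound and bound Texas Red SRC2 controls, from polarization read after 5 hr ambient incubation with T3-loaded human TRb LBD.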
Active calls of the source: *; & = joins results of further samples; [ ] = another dose, or the depositor's remark. Unless noted, the call rests on the fitted dose curve; in most records, active means well fitted curve in the direction sought with a large enough effect; inconclusive means small, poorly fitted or top-dose-only effect, or another doubt; inactive means no such curve, though single readings can be large; an effect the other way counts as inactive or inconclusive. Unless noted, on the % scale 0 is the no-effect control and ±100 the full control effect; potency means the concentration at half of the fitted maximal effect. This is a subset (hit frequency here may not be typical).

What do the screens show for `CCCSc1nc2ccsc2c(=O)n1CC`?
JMJD2E inh: -3%; GoLoco inh red: 0%; TR SRC2 fluor cs: 0%; Tau FP inhib: -11%; Tau ThT inhib: 0%; RECQ1 inh: inactive; L3MBTL1 inh: 39%[activator]; TRb-SRC2 inh: -3%

What do the screens show for `CCC1=C(OC(=O)N(CC)CC)N2C(=O)OC(=NCC(=O)OC)[C@]2(Cc2ccccc2)[C@H]2C1=CC[C@H]1C(=O)N(C)C(=O)[C@H]12`?
JMJD2E inh: -6%&3%; GoLoco inh red: -5%&-4%; TR SRC2 fluor cs: -3%&0%; Tau FP inhib: 1%&8%; Tau ThT inhib: -3%&3%; RECQ1 inh: -9%; TRb-SRC2 inh: -3%&3%

What do the screens show for `C=CCOc1c(Br)cc(/C=C2/NC(=S)N(C(C)=O)C2=O)cc1OC`?
JMJD2E inh: -26%; GoLoco inh red: 12%; TR SRC2 fluor cs: -2%; Tau FP inhib: 7%; Tau ThT inhib: -25%; RECQ1 inh: -20%; TRb-SRC2 inh: -8%

What do the screens show for `COc1ccc(C2=Nc3ccc(OC(F)(F)F)cc3NC(c3cccnc3)=N2)cc1`?
TR SRC2 fluor cs: -1%; Tau FP inhib: -11%; Tau ThT inhib: inconclusive; TRb-SRC2 inh: 6%

How did COc1ccc(-c2nc(NC(=O)CSCCO)sc2C)cc1 do in these assays?
JMJD2E inh: -1%; GoLoco inh red: 1%; TR SRC2 fluor cs: -2%; Tau FP inhib: 1%; Tau ThT inhib: -10%; RECQ1 inh: 4%; TRb-SRC2 inh: -1%

How did NC(=NC(=O)c1ccc(OC(F)(F)F)cc1)c1ccc(C(F)(F)F)cn1 do in these assays?
JMJD2E inh: 3%; GoLoco inh red: -4%; TR SRC2 fluor cs: -1%; Tau FP inhib: -13%; Tau ThT inhib: -7%; RECQ1 inh: inactive; L3MBTL1 inh: 5%; TRb-SRC2 inh: 0%

How did c1ccc(Cn2cc(CNc3ccccc3)nn2)cc1 do in these assays?
JMJD2E inh: 19%; GoLoco inh red: 1%; TR SRC2 fluor cs: -3%; Tau FP inhib: 2%; Tau ThT inhib: -8%; RECQ1 inh: -2%; TRb-SRC2 inh: -3%

Results for Cc1ccc(/C=C2\SC(=S)N(Cc3ccccc3)C2=O)o1 ?
JMJD2E inh: -23%; GoLoco inh red: 124%[activator]; TR SRC2 fluor cs: 1%; Tau FP inhib: inconclusive; Tau ThT inhib: 16µM*; RECQ1 inh: 18µM*; L3MBTL1 inh: -7%; TRb-SRC2 inh: 21%

What do the screens show for `Cc1ccc(S(=O)(=O)NNC2CC(=O)N(c3ccc(Br)cc3)C2=O)cc1` (stereo unspecified)?
JMJD2E inh: -10%; GoLoco inh red: 19%; TR SRC2 fluor cs: -3%; Tau FP inhib: 0%; Tau ThT inhib: 10%; RECQ1 inh: inactive; L3MBTL1 inh: 12%; TRb-SRC2 inh: 2%

How did Cc1ccc(S(=O)(=O)N2CCN(CC(=O)NC(=O)NCc3ccccc3)CC2)cc1C do in these assays?
JMJD2E inh: -3%; GoLoco inh red: 43%[activator]; TR SRC2 fluor cs: 0%; Tau FP inhib: -8%; Tau ThT inhib: 1%; RECQ1 inh: -11%; TRb-SRC2 inh: -3%

A run of entries from the list above, for reference:
How did c1ccc(Cn2cc(CNc3ccccc3)nn2)cc1 do in these assays?
JMJD2E inh: 19%; GoLoco inh red: 1%; TR SRC2 fluor cs: -3%; Tau FP inhib: 2%; Tau ThT inhib: -8%; RECQ1 inh: -2%; TRb-SRC2 inh: -3%

Results for Cc1ccc(/C=C2\SC(=S)N(Cc3ccccc3)C2=O)o1 ?
JMJD2E inh: -23%; GoLoco inh red: 124%[activator]; TR SRC2 fluor cs: 1%; Tau FP inhib: inconclusive; Tau ThT inhib: 16µM*; RECQ1 inh: 18µM*; L3MBTL1 inh: -7%; TRb-SRC2 inh: 21%

Remaining list, next part
What do the screens show for `CC(=O)O[C@H]1C2=C(C(=O)[C@H]3O[C@@H]31)[C@@H]1[C@@H]3[C@@H](C)OC=C4[C@H](O)[C@H]5O[C@@H]5C(=O)[C@]43C2O[C@H]1C`?
TR SRC2 fluor cs: -2%[11.2 µM]; Tau FP inhib: -14%[11.6 µM]; Tau ThT inhib: inconclusive; RECQ1 inh: -1%[11.5 µM]; TRb-SRC2 inh: 1%[11.2 µM]

What do the screens show for `Cc1ccc(-n2ncc3c(N(CCO)Cc4ccccc4)ncnc32)cc1`?
TR SRC2 fluor cs: 0%; Tau FP inhib: -3%; Tau ThT inhib: -5%; TRb-SRC2 inh: 6%

What do the screens show for `CCOC(=O)c1[nH]c(C)c(C(=O)Nc2ccc3c(c2)CCC3)c1C`?
JMJD2E inh: 4%; GoLoco inh red: 2%; TR SRC2 fluor cs: -1%; Tau FP inhib: -3%; Tau ThT inhib: -18%; RECQ1 inh: -3%; L3MBTL1 inh: -4%; TRb-SRC2 inh: 1%

How did O=C(O)c1cnn(-c2ccccc2)c1C(F)(F)F do in these assays?
JMJD2E inh: 4%; GoLoco inh red: 7%; TR SRC2 fluor cs: 0%; Tau FP inhib: -8%; Tau ThT inhib: inconclusive; RECQ1 inh: -2%; TRb-SRC2 inh: 3%

What do the screens show for `O=C(COc1ccc(Cl)cc1)NCc1nnc(SCC(=O)Nc2ccccc2)o1`?
JMJD2E inh: 2%; GoLoco inh red: -5%; TR SRC2 fluor cs: 3%; Tau FP inhib: -15%; Tau ThT inhib: 2%; RECQ1 inh: -4%; TRb-SRC2 inh: 6%

How did Cc1ccc(NC(=O)C2CCCN(c3nnc(C)c4c(C)n(-c5ccccc5)nc34)C2)cc1Cl (stereo unspecified) do in these assays?
TR SRC2 fluor cs: -2%; Tau FP inhib: -2%; Tau ThT inhib: 7%; TRb-SRC2 inh: 4%

Results for CCOc1ccc(CC(=O)Nc2c(C(=O)c3ccccc3)oc3ccc(Cl)cc23)cc1OCC ?
TR SRC2 fluor cs: -20%; Tau FP inhib: inconclusive; Tau ThT inhib: 14%; TRb-SRC2 inh: 2%

What do the screens show for `O=C(Nc1cccc(Cl)c1N1CCCC1)c1cccc(-c2cc3ccccc3oc2=O)c1`?
JMJD2E inh: inconclusive; GoLoco inh red: 15%; TR SRC2 fluor cs: 0%; Tau FP inhib: -9%; Tau ThT inhib: -5%; RECQ1 inh: -3%; L3MBTL1 inh: 10%; TRb-SRC2 inh: 0%

How did O=C(CN1CCN(c2ccc(F)cc2)CC1)Nc1ccccc1[N+](=O)[O-] do in these assays?
JMJD2E inh: -8%; GoLoco inh red: 11%; TR SRC2 fluor cs: -5%; Tau FP inhib: 8%; Tau ThT inhib: -14%; RECQ1 inh: -1%; L3MBTL1 inh: -9%; TRb-SRC2 inh: -3%

What do the screens show for `O=C(C1CCCCC1)N1CCN(c2ncccn2)CC1`?
JMJD2E inh: -22%; GoLoco inh red: 10%; TR SRC2 fluor cs: -3%; Tau FP inhib: 14%; Tau ThT inhib: -8%; RECQ1 inh: inactive; TRb-SRC2 inh: -15%

How did CCOC(=O)c1cc(-c2ccccc2)n(CCCC(=O)Nc2cccc(C)c2)c1C do in these assays?
TR SRC2 fluor cs: inconclusive; Tau FP inhib: 3%; Tau ThT inhib: -13%; TRb-SRC2 inh: 1%

How did CCCc1nc2nc(C)c(NS(=O)(=O)c3ccc(F)cc3)c(=O)n2[nH]1 do in these assays?
TR SRC2 fluor cs: 0%; Tau FP inhib: -1%; Tau ThT inhib: -7%; TRb-SRC2 inh: -5%

Results for O=C(CCN1CCN(CC(=O)Nc2ccccc2Cl)CC1)Nc1ccccc1F ?
JMJD2E inh: -4%; GoLoco inh red: 12%; TR SRC2 fluor cs: -2%; Tau FP inhib: -3%; Tau ThT inhib: -12%; RECQ1 inh: -5%; L3MBTL1 inh: -4%; TRb-SRC2 inh: -14%

What do the screens show for `CCCCC[C@H](O)/C=C/[C@H]1OC(O)C[C@H](O)[C@@H]1C/C=C\CCCC(=O)O` (stereo partly specified)?
JMJD2E inh: -4%; GoLoco inh red: 3%; TR SRC2 fluor cs: -1%; Tau FP inhib: -8%; Tau ThT inhib: -1%; RECQ1 inh: -3%; TRb-SRC2 inh: 6%

Results for CCOC(=O)c1cc2c(=O)n3ccccc3nc2n(CC(C)C)c1=NC(=O)C(C)Oc1ccccc1 (stereo unspecified) ?
TR SRC2 fluor cs: 0%; Tau FP inhib: 1%; Tau ThT inhib: -6%; TRb-SRC2 inh: -5%

Results for O=C(c1ccc(S(=O)(=O)NCC2CCCO2)cc1)N1CCN(c2ccccc2F)CC1 (stereo unspecified) ?
JMJD2E inh: 2%; GoLoco inh red: 11%; TR SRC2 fluor cs: 1%; Tau FP inhib: -2%; Tau ThT inhib: -1%; RECQ1 inh: 3%; L3MBTL1 inh: -1%; TRb-SRC2 inh: 4%

What do the screens show for `CN(Cc1cc2ccccc2[nH]c1=O)S(=O)(=O)c1ccccc1`?
JMJD2E inh: inconclusive; GoLoco inh red: 2%; TR SRC2 fluor cs: -1%; Tau FP inhib: -10%; Tau ThT inhib: 4%; RECQ1 inh: -1%; TRb-SRC2 inh: -8%

How did N#Cc1nc(-c2ccc(OCc3ccc(Cl)cc3)cc2)oc1NCc1cccnc1 do in these assays?
JMJD2E inh: inconclusive; GoLoco inh red: 0%; TR SRC2 fluor cs: -2%; Tau FP inhib: 4%; Tau ThT inhib: -3%; RECQ1 inh: -4%; L3MBTL1 inh: -8%; TRb-SRC2 inh: -2%

Results for Cc1nc(-c2ccccn2)nc(SCC(=O)c2ccccc2)c1Cl ?
JMJD2E inh: -17%; GoLoco inh red: 7%; TR SRC2 fluor cs: -2%; Tau FP inhib: 5%[0.0958 µM]; RECQ1 inh: 12%; TRb-SRC2 inh: 3%

What do the screens show for `Cc1ccc(/C=C/C(=O)O)cc1S(=O)(=O)Nc1ccccc1C(=O)O`?
JMJD2E inh: inconclusive; GoLoco inh red: -7%; TR SRC2 fluor cs: -1%; Tau FP inhib: 1%; Tau ThT inhib: -4%; RECQ1 inh: inactive; L3MBTL1 inh: inconclusive; TRb-SRC2 inh: 2%

Assay outcomes from PubChem BioAssay.
